# From PubChem
# Tb PGK inh = qHTS Assay to Find Inhibitors of Phosphoglycerate Kinase; Phosphoglycerate kinase, glycosomal (Trypanosoma brucei brucei), P07378; PGK/GAPDH coupled, Kinase-Glo luminescence, 60 min; Potency, µM (top dose mostly 57.5 µM), inactives show at the top dose activity change, negative = inhibition, actives largely listed as inhibitors; 380,000 compounds, 0.043% hits; further: potency means the concentration at half of the fitted maximal effect; on the % scale 0 is the no-effect control and ±100 the full control effect; nearly all actives have a fitted effect of over 60% in size
#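 Recombinant glycosomal PGK reaction used 1,3-bisphosphoglycerate generated in-well by GAPDH (100nM final) in 100mM TEA pH 7.6, 5mM MgCl2, 0.01% Tween-20. After 60 minutes at room temperature, ATP was read by Kinase-Glo Plus luminescence end-point.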
# PI4K2A block = qHTS for small molecular inhibitors of PI4K2A; Phosphatidylinositol 4-kinase type 2-alpha (Homo sapiens), Q9BTU6; purified PI4K2A, ADP-Glo luminescence, 1 h; stronger effect = lower value; activity change, negative = inhibition, % at 76.9 µM; 420,000 compounds, 0.13% hits; AID 1346378, 2018; in the data active means activity change below about -50%; inconclusive means mostly about -30% to -49%;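 further: -100% = wells without enzyme as full effect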
#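 In this quantitative HTS, ADP production by PI4K2A was quantified luminescently after 1 h at ambient temperature; 100 microM adenosine served as plate-quality control.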
# GLS inhibitor = qHTS for Inhibitors of Glutaminase (GLS) | Glutaminase kidney isoform, mitochondrial (Homo sapiens), O94925 | GLS enzymatic activity, qHTS titration | Potency, µM (series often up to 45.5 µM), for inactives: at the highest dose activity change, negative = inhibition, actives largely listed as inhibitors | 410,000 compounds, 0.21% hits; further: potency means the concentration at half of the fitted maximal effect; on the % scale 0 is the no-effect control and ±100 the full control effect
#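 Coupled fluorescence readout: glutamate oxidase/HRP/Amplex Red detect glutamate formed by hKGA from L-glutamine (1 mM solution added). Buffer 45 mM KH2PO4 pH 8.2, 0.02% Tween-20; reads at t0 and 30 min RT.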
# JMJD2A Tudor = qHTS Assay for Inhibitors of JMJD2A-Tudor Domain. Lysine-specific demethylase 4A (Homo sapiens), O75164. AlphaScreen JMJD2A-Tudor / H3K4me3 peptide binding. Potency, µM (series often up to 114 µM), for inactives: top-dose activity change, negative = inhibition, usual class: inhibitors. 390,000 compounds, 4.4% hits. AID 504339, 2011; further: potency means the concentration at half of the fitted maximal effect; on the % scale 0 is the no-effect control and ±100 the full control effect; nearly all actives have a fitted effect of over 50% in size
# HP1b binding inh = HTS for Inhibitors of HP1-beta Chromodomain Interactions with Methylated Histone Tails. Chromobox protein homolog 1 (Homo sapiens), P83916. AlphaScreen HP1-beta / biotin-H3K9me3 peptide binding. Potency, µM (top dose mostly 114 µM), inactives show at the top dose activity change, negative = inhibition, most hits filed as inhibitors. 390,000 compounds, 0.56% hits; further: potency means the concentration at half of the fitted maximal effect; nearly all actives have a fitted effect of over 70% in size; inactives centre near 23
#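 AlphaScreen: HP1-beta (50 nM) preformed 30 min with biotin-H3(1-18)K9me3 peptide (50 nM) in PBS pH 7.4, 0.01% Tween-20. Compound added for 30 min at RT, then streptavidin donor/nickel chelate acceptor beads (10 ug/mL) for 30 min.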
# G9a block = qHTS Assay for Inhibitors of Histone Lysine Methyltransferase G9a; G9a H3K9 monomethylation, AlphaScreen, 2 h; Histone-lysine N-methyltransferase EHMT2 (Homo sapiens), Q96KQ7; AID 504332, 2011; Potency, µM (top dose mostly 102 µM), for the others: at the highest dose activity, negative = inhibition, most hits filed as inhibitors; 350,000 compounds, 8.8% hits; further: potency means the concentration at half of the fitted maximal effect; on the % scale 0 is the no-effect control and ±100 the full control effect; nearly all actives have a fitted effect of over 75% in size
#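 Enzyme 20 nM + cpd, 15 min RT; add b-H3K9 pep 500 nM / SAM 20 uM; 2 h RT; anti-H3K9me1 Ab 0.5 ug/mL + SA donor / anti-rabbit acceptor beads 20 ug/mL each, 10 min; AlphaScreen read.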
# BAZ2B block = qHTS Assay for Inhibitors of BAZ2B. Bromodomain adjacent to zinc finger domain protein 2B (Homo sapiens), Q9UIF8. AlphaScreen BAZ2B-H3K14Ac peptide displacement. Potency, µM (top dose mostly 114 µM), without a hit: top-dose activity change, negative = inhibition, usual class: inhibitors. 360,000 compounds, 4.4% hits. AID 504333, 2011; further: potency means the concentration at half of the fitted maximal effect; on the % scale 0 is the no-effect control and ±100 the full control effect; nearly all actives have a fitted effect of over 60% in size
# Target sequence (Q9UIF8 whole entry, looked up, the tested form may be a part): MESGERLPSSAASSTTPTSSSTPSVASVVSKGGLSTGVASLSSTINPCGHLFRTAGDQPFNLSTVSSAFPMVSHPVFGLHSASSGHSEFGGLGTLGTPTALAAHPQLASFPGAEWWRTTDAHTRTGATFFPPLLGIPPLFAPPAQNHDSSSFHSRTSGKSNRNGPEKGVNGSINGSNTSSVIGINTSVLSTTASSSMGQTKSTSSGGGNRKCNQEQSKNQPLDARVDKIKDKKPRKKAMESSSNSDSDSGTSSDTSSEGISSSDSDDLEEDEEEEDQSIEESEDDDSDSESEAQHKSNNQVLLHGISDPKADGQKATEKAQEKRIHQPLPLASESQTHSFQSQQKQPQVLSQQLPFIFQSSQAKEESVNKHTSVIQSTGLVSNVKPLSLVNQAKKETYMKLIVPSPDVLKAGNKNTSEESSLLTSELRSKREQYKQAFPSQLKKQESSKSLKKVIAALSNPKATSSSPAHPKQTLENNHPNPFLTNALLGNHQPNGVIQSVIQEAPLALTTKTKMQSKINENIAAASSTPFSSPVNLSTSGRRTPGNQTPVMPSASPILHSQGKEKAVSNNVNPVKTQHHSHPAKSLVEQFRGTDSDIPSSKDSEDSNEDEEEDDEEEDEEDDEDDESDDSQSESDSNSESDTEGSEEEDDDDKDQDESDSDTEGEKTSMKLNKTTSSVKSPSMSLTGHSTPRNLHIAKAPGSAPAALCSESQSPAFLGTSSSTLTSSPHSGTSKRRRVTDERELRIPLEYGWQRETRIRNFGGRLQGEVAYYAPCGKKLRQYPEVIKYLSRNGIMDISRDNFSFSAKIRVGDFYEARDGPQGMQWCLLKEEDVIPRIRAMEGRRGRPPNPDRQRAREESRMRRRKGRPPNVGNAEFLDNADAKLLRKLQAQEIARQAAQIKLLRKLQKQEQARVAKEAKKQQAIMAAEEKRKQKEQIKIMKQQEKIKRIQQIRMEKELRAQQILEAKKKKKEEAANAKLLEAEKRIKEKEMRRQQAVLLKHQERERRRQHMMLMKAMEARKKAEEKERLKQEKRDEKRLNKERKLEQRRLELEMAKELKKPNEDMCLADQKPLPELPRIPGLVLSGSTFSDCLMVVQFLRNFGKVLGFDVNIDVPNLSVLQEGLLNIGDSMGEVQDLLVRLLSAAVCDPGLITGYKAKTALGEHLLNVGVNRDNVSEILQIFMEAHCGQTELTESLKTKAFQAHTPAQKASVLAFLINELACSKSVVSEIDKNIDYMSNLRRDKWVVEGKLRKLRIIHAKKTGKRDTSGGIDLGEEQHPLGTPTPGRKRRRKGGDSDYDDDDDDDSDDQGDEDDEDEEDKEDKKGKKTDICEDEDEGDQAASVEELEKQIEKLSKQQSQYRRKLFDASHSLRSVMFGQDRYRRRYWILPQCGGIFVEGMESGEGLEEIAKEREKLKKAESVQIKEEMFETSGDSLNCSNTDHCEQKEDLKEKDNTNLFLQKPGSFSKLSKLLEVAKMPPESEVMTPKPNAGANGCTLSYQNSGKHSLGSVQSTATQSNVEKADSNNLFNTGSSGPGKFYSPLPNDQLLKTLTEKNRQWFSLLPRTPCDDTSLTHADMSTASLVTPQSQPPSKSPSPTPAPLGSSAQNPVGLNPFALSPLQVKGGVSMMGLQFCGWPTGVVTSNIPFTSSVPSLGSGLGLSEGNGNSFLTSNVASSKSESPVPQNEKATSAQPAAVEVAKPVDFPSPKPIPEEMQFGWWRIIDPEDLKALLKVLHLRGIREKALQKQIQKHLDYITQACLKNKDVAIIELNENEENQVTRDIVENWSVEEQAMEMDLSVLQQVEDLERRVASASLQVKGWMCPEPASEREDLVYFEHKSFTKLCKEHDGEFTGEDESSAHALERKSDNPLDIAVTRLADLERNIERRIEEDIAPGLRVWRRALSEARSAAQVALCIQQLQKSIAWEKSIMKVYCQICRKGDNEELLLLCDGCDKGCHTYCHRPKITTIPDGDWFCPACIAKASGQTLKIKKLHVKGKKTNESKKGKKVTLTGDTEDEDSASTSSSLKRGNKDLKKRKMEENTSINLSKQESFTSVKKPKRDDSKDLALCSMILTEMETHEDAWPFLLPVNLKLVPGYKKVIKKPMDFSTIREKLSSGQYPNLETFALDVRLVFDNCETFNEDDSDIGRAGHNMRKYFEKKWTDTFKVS
#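 In this displacement format the biotinylated H3(5-23) peptide acetylated at Lys14 serves as ligand at 50 nM, with BAZ2B at 50 nM in PBS pH 7.4 containing 0.01% Tween-20. Donor and acceptor beads are 10 ug/mL final.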
# Pin1 inhibitor = qHTS Assay to Find Inhibitors of Pin1; Peptidyl-prolyl cis-trans isomerase NIMA-interacting 1 (Homo sapiens), Q13526; Pin1 FP peptide displacement, HiFluor488, 10 min; Potency, µM (top dose mostly 115 µM), without a hit: top-dose activity, negative = inhibition, most hits filed as inhibitors; 390,000 compounds, 0.009% hits; active means well fitted inhibition curve with a large enough effect in the polarisation, with a control signal flat, not every such curve was filed as active; inconclusive means small, poorly fitted or top-dose-only effect, or effect the other way, or a change in a side signal; inactive means no such curve, though single readings can be large or run the other way; the % refers to the polarisation; further: potency means the concentration at half of the fitted maximal effect; on the % scale 0 is the no-effect control and ±100 the full control effect
# ERG-DNA inh = qHTS for Small Molecule Inhibitors of the ERG Ets/DNA interaction; Transcriptional regulator ERG (Homo sapiens), P11308; fluorescence polarization, His-ERG Ets domain / labelled DNA; Potency, µM (series often up to 76.9 µM), inactives show top-dose FP activity, negative = inhibition, usual class: inhibitors; 370,000 compounds, 0.028% hits; AID 624246, 2012; active means well fitted inhibition curve with a large enough effect in the polarisation, with a control signal flat; inconclusive means small, poorly fitted or top-dose-only effect, or effect the other way, or a change in a side signal; inactive means no such curve, though single readings can be large or run the other way; the % refers to the polarisation;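 further: polarization taken with two DNA probes labelled with fluorescein and Texas red; potency means the concentration at half of the fitted maximal effect; % of control where 0% means no effect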
#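 His-tagged ERG Ets domain (1 uM in the protein solution; 300mM KCl, 50mM Tris-HCl, 1mM EDTA, 1mM DTT, pH 7.5) received compound, then a probe mix of 5 nM fluorescein-DNA and 100nM Texas-615-DNA. Fluorescence polarization was read for both dyes.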
# * hit, by the source's call; i = inactive; ? = inconclusive; . = no result given; & = joins results of further samples; [ ] = remark or other dose. Unless noted, the call rests on the fitted dose curve; in most records, active means well fitted curve in the direction sought with a large enough effect; inconclusive means small, poorly fitted or top-dose-only effect, or another doubt; inactive means no such curve, though single readings can be large; an effect the other way counts as inactive or inconclusive.
SMILES,Tb PGK inh,PI4K2A block,GLS inhibitor,JMJD2A Tudor,HP1b binding inh,G9a block,BAZ2B block,Pin1 inhibitor,ERG-DNA inh
Cc1ccc(S(=O)(=O)N(C)c2ccccc2C(=O)Nc2ccc3c(c2)OCCO3)cc1,-6.8%,4.8,-4.1%,-25.6%,5.5%,-39.1%,-16.6%,0.8%,-2.1%
CCOc1cc(/C=N/O)ccc1OCc1ccccc1F,-0.4%,4.5,17.8%,-13.8%,16.5%,2.1%[59 µM],2.3%,2.7%,-12.1%
O=c1oc2ccccc2cc1-c1cn2cc(Cc3ccc(Br)cc3)sc2n1,2.2%,7.2,0.0%,1.0%,29.7%,9.0%[59 µM],2.8%,-3.2%,-11.9%
Cc1occc1C(=O)NCc1ccccc1,-3.8%,3.8,-8.1%,-10.0%,38.6%,9.5%[0.0925 µM],-15.7%,2.2%,12.7%
Cc1oc(-c2ccc(Cl)cc2)nc1CS(=O)CC(=O)NCc1ccco1 (stereo not drawn),-7.6%,-2.8,-8.3%,-32.4%,17.6%,?,-23.4%,-3.5%,5.5%
O=C(CSc1nnc(COc2ccccc2)o1)NC1CC2CCC1C2 (stereo not drawn),-1.6%,6.8,1.4%,7.3%,34.8%,.,4.5%,1.0%,6.1%
Cc1cccc(NC(=O)Cc2nnc(NC(=O)Nc3ccccc3F)s2)c1,.,-3.6,1.1%,3.9%,50.5%[activator],.,-2.0%,0.2%,4.4%
CCSc1nnc(NC(=O)Cc2ccc(OC)cc2)s1,-7.3%,7.8,-2.3%,10.7%,30.1%,-24.7%[59 µM],?,-3.2%,-6.4%
Cc1ccc(Cl)cc1NC(=O)C(C)n1nc(-c2ccccc2)ccc1=O (stereo not drawn),-5.5%,-3.3,1.1%,?,1.4%,-4.8%[59 µM],-14.6%,28.0%,-2.3%
CCOc1ccccc1-c1noc(CSc2nnc(-c3ccncc3)n2-c2ccc(F)cc2)n1,7.5%,-2.2,0.7%,-20.8%,24.5%,0.6%[59 µM],-21.0%,1.5%,-2.7%
CCN1CCc2c(sc(NC(=O)c3ccc(C(=O)c4ccccc4)cc3)c2C(N)=O)C1,i,-3.8,3.4%,?,8.2%,70.8µM*,39.8µM*,6.3%,26.0%
CC(C)(C)c1ccc(S(=O)(=O)NCc2ccc(C(=O)NCC3CCCO3)cc2)cc1 (stereo not drawn),-6.0%,-0.5,-0.4%,5.3%,24.9%,-3.4%,-14.8%,-1.5%,-9.3%
COc1ccc(OCc2cc(C(=O)NC3Cc4ccccc4C3)no2)c(Cl)c1,4.2%,0.9,8.6%,-9.0%,42.9%[activator],94.2%[activator],-0.6%,-3.6%,0.6%
Cc1[nH]c(=O)[nH]c(=O)c1S(=O)(=O)N1CCN(c2ccccc2)CC1,-9.8%,-0.1,-1.1%,-15.0%,36.2%,0.0%[59 µM],-4.4%,2.5%,-0.8%
Cc1cc(OC(C)C(=O)NCc2ccccn2)c2c(C)c(C)c(=O)oc2c1 (stereo not drawn),1.5%,-1.2,11.3%,-9.7%,30.1%[activator],-3.2%[0.0925 µM],0.3%,-1.5%,-1.7%
Cc1cc([N+](=O)[O-])nn1CC(=O)Nc1ccc(F)cc1,i,-0.2,-9.3%,2.9%,34.1%,9.4%,-10.1%,-3.4%,7.3%
Cc1cc(C2=NNC(=Nc3ccc(S(=O)(=O)N4CCOCC4)cc3)SC2)c(C)n1C,-8.0%,-6.4,-8.2%,?,-22.1%,31.6µM*,-28.1%,1.4%,-10.6%
COC(CNC(=O)CN1C(=O)COc2ccc(S(=O)(=O)N3CCOCC3)cc21)OC,i,-0.5,-10.3%,-12.4%,36.8%,.,15.7%,1.4%,-9.2%
COc1ccc(-n2nnnc2SCC(=O)N2CCN(C(=O)c3ccco3)CC2)cc1OC,-2.3%,-3.5,12.5%,?,-15.7%,-10.4%[59 µM],-8.1%,0.9%,0.0%
NS(=O)(=O)c1cc(C2(O)NC(=O)c3ccccc32)ccc1Cl (stereo not drawn),-7.3%,1.7&-1.3,2.7%,-13.1%,19.9%,-18.1%[2.33 µM],4.4%,-16.9%,-1.8%
COc1ccc(-n2nnnc2SCC(=O)Nc2ccccc2)cc1,-3.2%,-6.7,0.8%,-20.0%,9.2%,-20.0%[12.7 µM],-3.6%,-5.5%,-4.7%
CN(C)c1ccc(CNC2C3CC4CC(C3)CC2C4)cc1 (stereo not drawn),-7.4%,-2.9,41.1%[activator],?,-9.1%,?,?,1.8%,-6.7%
O=C(CSc1nc2ccccc2o1)Nc1nc(-c2ccccc2)c(-c2ccccc2)s1,i,3.8,-9.2%,-7.4%,11.7%,-11.2%[59 µM],?,23.2%,8.6%
CCCC(NS(=O)(=O)c1ccc(C)cc1)C(=O)O (stereo not drawn),-0.3%,-0.1,6.9%,-11.4%,28.4%,11.8%,8.0%,-7.0%,7.7%
Cc1nc(Nc2ncc3c(n2)CC(C)(C)CC3=O)nc2ccccc12,-9.3%,5.8,-6.1%,-16.9%[11.4 µM],48.1%[activator],.,.,-1.5%,3.8%
CC1CCN(S(=O)(=O)c2ccc3c(c2)CCN3C(=O)Nc2ccccc2Br)CC1,.,1.5,6.3%,-17.1%,41.1%[activator],12.9%[59 µM],-2.6%,-3.1%,-2.2%
CCOC(=O)CNc1c(-c2ccccc2)nc2ccc(Cl)cn12,-0.2%,-0.2,30.4%[activator],-15.0%,25.0%,-33.4%,?,-15.4%,-3.8%
O=C(NCc1ccc2c(c1)OCO2)Oc1ccccc1,2.6%,-0.4,21.0%,-7.6%,33.4%,4.4%,5.8%,-1.6%,-5.7%
COc1ccc(C(=O)NC2CCCc3c2cnn3-c2ccccc2F)o1 (stereo not drawn),i,-0.6,-3.0%,0.0%,42.5%[activator],46.1%[0.0925 µM],-33.3%,38.0%[activator],1.1%
CCOc1ccc(CN(C(=O)c2ccccn2)c2ccc(OC)c(Cl)c2)cc1,-3.4%,2.7,-3.7%,-19.3%,6.9%,11.5%,-10.7%,-0.3%,0.8%
CN1CCN(c2ccc(NC(=O)c3cccs3)cc2)CC1,-11.1%,-8.7,15.2%,-23.1%,-8.5%,.,-35.7%,0.6%,-6.0%
Cc1ccc(CNC(=O)C2CCC(=O)N(CCc3ccccn3)C2)s1 (stereo not drawn),1.1%,-1.4,0.3%,15.8%,55.9%[activator],18.8%,0.9%,0.2%,5.2%
CN(C=C1C(=O)CC(C)(C)CC1=O)CCN1CCNCC1,5.6%,-3.5,5.6%,-11.3%,84.2%[activator],?,-4.8%,2.4%,0.1%
O=c1ccc2cc(S(=O)(=O)N3CCN(c4ccccc4F)CC3)ccc2[nH]1,-2.8%,3.6,0.4%,-6.3%,27.8%,.,-0.3%,2.1%,-2.3%
CCN1C(=O)C(Cc2nc3ccccc3c(=O)n2-c2cccc(C)c2)c2ccccc21 (stereo not drawn),.,1.7,-0.8%,?,-7.7%,?,?,-1.2%,-3.8%
CCCN(CCC(=O)Nc1cc(OC)cc(OC)c1)CC1CC1,3.8%,-5.2,7.4%,-33.6%,10.1%,44.7µM*,?,6.9%,-1.1%
COc1ccc2c(c1)c(/C=N/Nc1nc3ccccc3[nH]1)c(C)n2C,-2.7%,-1.6,-4.4%,?,-11.0%,.,28.2µM*,-4.1%,14.2%
O=C(O)CCc1ccc(-c2ccccc2)n1NC(=O)c1cccs1,-3.6%,-5.6,1.0%,-17.4%,20.4%,?,-23.5%,5.4%,8.1%
Cc1ccc(S(=O)(=O)CCc2nc3ccccc3[nH]2)cc1C,-3.7%,2.0,-3.2%,4.5%,25.5%,-17.7%,-17.8%,-1.2%,-4.9%
CCOc1ccccc1NC(=S)N(CCOC)C1CCN(C(C)=O)CC1,i,5.5,12.4%,-0.3%,49.0%[activator],.,-24.3%,-7.7%,-7.2%
COc1ccc(NC(=O)c2cc([N+](=O)[O-])ccc2N2CCCCC2)cc1,5.6%,0.4,-17.2%,-34.3%,-32.0%,?,?,-2.1%,-7.1%
CCOc1ccc(NC(=O)C2CC(=O)N(C)C(=Nc3ccc4c(c3)OCO4)S2)cc1 (stereo not drawn),.,7.6,-2.0%,-11.0%,21.4%,65.0%[activator][2.33 µM],60.1%[activator],0.5%,4.5%
CCOC(=O)Cc1csc(NC(=O)CSc2nnc(-n3nc(C)cc3C)c3ccccc23)n1,5.3%,-4.3,-4.7%,-22.3%,11.9%,?,-2.1%,3.0%,-0.4%
COC(=O)c1cc(Br)c(=O)n(-c2ccccc2F)c1,-4.1%,-1.1,21.8%,-8.8%,28.8%,-4.2%[0.501 µM],-5.8%,-1.3%,9.6%
